PfGluPho inh = PfG6PD (Plasmodium falciparum) enzyme inhibition. AID 504690. PfGluPho enzyme, NADPH resazurin-diaphorase fluorescence. inhibition, % at 20 µM. 350,000 tested, 0.78% active;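 active = inhibition reaching at least a set limit at 20 µM in the primary screen, cut at about 59% in these data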;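 also: 0% = DMSO wells with substrate and 100% = DMSO wells lacking glucose-6-phosphate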
SENP7 inh = blocks the human protease SENP7; recombinant SENP7, Z-RLRGG-aminoluciferin luminescence, 40 min; inhibition, % at 5 µM; 330,000 tested, 1.5% active;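 active = inhibition above about 50% at the single test dose, limit read from the data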;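 also: plate controls were DMSO with enzyme for no effect and no enzyme buffer wells for full effect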
Target sequence (Q9BQF6 706-1050 limits assumed): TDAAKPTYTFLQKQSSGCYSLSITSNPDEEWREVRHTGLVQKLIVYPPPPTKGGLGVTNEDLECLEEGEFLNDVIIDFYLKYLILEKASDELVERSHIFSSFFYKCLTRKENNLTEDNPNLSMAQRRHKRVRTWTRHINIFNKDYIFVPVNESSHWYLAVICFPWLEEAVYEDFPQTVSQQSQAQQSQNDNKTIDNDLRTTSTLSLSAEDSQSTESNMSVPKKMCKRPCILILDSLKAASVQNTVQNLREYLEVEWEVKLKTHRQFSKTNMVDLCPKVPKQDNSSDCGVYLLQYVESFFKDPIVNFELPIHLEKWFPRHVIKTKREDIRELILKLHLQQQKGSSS
MPTP block = inhibitors of mitochondrial permeability transition pore | isolated mouse mitochondria, Ca2+ swelling absorbance, 30 min | inhibition, % at 10 µM | 360,000 tested, 1.4% active | AID 602449;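 active = inhibition of 50% or more, scaled per plate between neutral and stimulator controls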;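 also: 0% = DMSO wells given calcium and 100% = 1 mM EGTA wells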
SENP6 inh = blocks the human protease SENP6 | Q9GZR1 | Recombinant SENP6 catalytic domain, aminoluciferin luminescence | inhibition, % at 10 µM | 330,000 tested, 1.8% active;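 active = inhibition above about 50% at the single tested dose, limit read from the data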;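 also: plate controls were DMSO wells with enzyme for no effect and DMSO wells lacking enzyme for full effect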
SENP8 inh = blocks human SENP8 cleavage of Nedd8 substrate; inhibition, % at 20 µM; Q96LD8; recombinant SENP8, Nedd8 substrate fluorescence; AID 602440; 360,000 tested, 0.64% active; in the data active = inhibition mostly above about 40%, no sharp cut-off; inactive = mostly below about 27%
Target sequence (Q96LD8 whole entry, looked up): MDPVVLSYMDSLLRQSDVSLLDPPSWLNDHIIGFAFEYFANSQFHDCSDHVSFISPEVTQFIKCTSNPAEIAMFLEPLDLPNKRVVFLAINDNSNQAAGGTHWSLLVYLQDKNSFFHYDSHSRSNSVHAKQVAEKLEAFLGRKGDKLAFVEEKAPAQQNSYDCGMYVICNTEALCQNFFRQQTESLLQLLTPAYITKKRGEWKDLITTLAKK
HKDC1 inhibitor = HKDC1 (human) hexokinase inhibition. Q2TB90. recombinant HKDC1, G6PDH/diaphorase resazurin coupled fluorescence. inhibition, % at 20 µM. 340,000 tested, 0.16% active. AID 493160;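 active = inhibition above about 35% when tested at 20 µM, limit read from the data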;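 also: plate controls were DMSO wells with enzyme for no effect and DMSO wells lacking enzyme for full effect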
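Incubation: 90 min at room temperature in dark / Material: recombinant HKDC1 (HK5) hexokinase enzyme, produced in-house / Quantity: enzyme 5 µg/mL final / Compound: one dose of 20 µM, 1% DMSO / Reagent: glucose and ATP substrates / Buffer or medium: Tris pH 8.0 buffer with MgCl2, Tween-20, BSA, BME / Technique: resorufin fluorescence at 613 nm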
ATG4B inhibitor = inhibitors of human ATG4B cysteine protease; AID 504462; inhibition, % at 8.33 µM; 340,000 tested, 0.51% active; ATG4B cleavage of LC3-PLA2, NBD-HPC fluorescence, 1 h; Q9Y4P1; in the data active = inhibition above about 40%
Target sequence (Q9Y4P1 whole entry, looked up): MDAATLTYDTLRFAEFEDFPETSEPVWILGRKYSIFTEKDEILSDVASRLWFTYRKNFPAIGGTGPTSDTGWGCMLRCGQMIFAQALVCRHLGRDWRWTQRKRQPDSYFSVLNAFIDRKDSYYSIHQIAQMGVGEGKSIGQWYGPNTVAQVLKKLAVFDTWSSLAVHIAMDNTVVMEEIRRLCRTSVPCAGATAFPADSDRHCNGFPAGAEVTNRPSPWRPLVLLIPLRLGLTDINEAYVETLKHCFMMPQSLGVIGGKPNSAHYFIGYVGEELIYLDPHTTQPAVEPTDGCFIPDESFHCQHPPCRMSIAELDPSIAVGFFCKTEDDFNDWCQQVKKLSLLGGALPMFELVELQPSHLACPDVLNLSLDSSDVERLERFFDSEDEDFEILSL
NR3A LBD binder = modulates the human NR3A ligand-binding domain. Tm shift relative to glycine control, % at 25 µM. NR3A LBD differential scanning fluorimetry, Tm shift; 0% = protein alone, 100% = glycine-bound protein. AID 1259313. 340,000 tested, 2.5% active;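 active = melting temperature shift of at least 10% of the positive control shift, at one fixed dose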
Numbers without * were called inactive; . = not tested or not shown.

mol,PfGluPho inh,SENP7 inh,MPTP block,SENP6 inh,SENP8 inh,HKDC1 inhibitor,ATG4B inhibitor,NR3A LBD binder
O=C(Nc1ccccc1)N1CCC(c2nc(-c3ccc(S(=O)(=O)N4CCOCC4)cc3)no2)CC1,-8,0,0.7,6,18,2,5,3
O=C(CCn1c(=S)oc2ccccc21)NC1CCCCCCC1,-14,2,0.7,-5,3,-8,3,1
CCOc1cc(C2c3c(-c4ccccc4)n[nH]c3C(=O)N2c2ccc(C(=O)O)cc2)ccc1O (stereo unspecified),-9,4,0.3,-19,0,3,-6,1
CCCn1c(SC(C)C(=O)NCC2CCCO2)nc2cc(Cl)ccc2c1=O (stereo unspecified),-4,10,-0.9,-7,3,3,1,-2
CCC1(c2ccccc2)NC(=O)N(CC(=O)c2ccc3c(c2)OCO3)C1=O (stereo unspecified),6,7,-0.5,-10,-6,-3,-5,-2
CN(CC(=O)Nc1ccc(F)cc1)CC(=O)Nc1ccc(Cl)c(S(=O)(=O)N2CCOCC2)c1,-2,7,6.5,-6,15,-1,-11,0
O=C(NC(=S)Nc1ccccc1N1CCCC1)c1ccc(F)cc1,29,17,0.5,13,0,-1,6,-6
CC(c1ccccc1)C1C(C#N)=C(N)OC2=C1C(=O)CC(C)(C)C2 (stereo unspecified),2,0,9.2,-8,1,0,-2,-2
COc1cccc(C(=O)Nc2nnc(S(=O)(=O)N(C)c3ccccc3)s2)c1,97*,2,4.1,13,-140,9,-1,1
COc1ccc(-n2cc(C(=O)c3cc4ccccc4oc3=O)c(C(C)=O)n2)cc1,7,3,-1.7,8,-15,6,-2,2
N#Cc1nc(-c2ccccc2F)oc1NCCc1ccccc1,13,3,12,4,-284,2,1,2
O=C(OCCCc1cc2ccccc2c(=O)o1)c1ccco1,-2,5,0.5,6,-20,-1,-5,1
CN(CC(=O)Nc1cccc2ccccc12)C(=O)/C=C/c1cccs1,-9,-2,0.3,7,1,4,-12,-6
CCCCCC(=O)NC(=S)Nc1ccccc1C(=O)OC,-7,1,-0.3,-1,8,0,-1,1
OCCCNc1nccc(-c2cc(Nc3cccc(Cl)c3)ncn2)n1,12,2,1.9,-2,-293,5,1,21*
COCCNC(=S)N1CCN(C(=O)C(=O)Nc2ccc(C(=O)OC)cc2)CC1,-7,9,0.1,4,16,-2,3,-3
CCC(CC)=NNc1cccc([N+](=O)[O-])c1,7,-13,1.8,-16,14,-8,-7,-4
CSCCC(NC(N)=O)C(=O)N(C)CC(=O)Nc1ccc(C)cc1 (stereo unspecified),-10,-5,0.9,4,26,-6,1,-3
Cc1ccccc1N(C(=O)CS(=O)CC(=O)Nc1ccc(F)cc1)C(C)C(=O)NC(C)(C)C (stereo unspecified),-5,4,-1.8,12,8,-8,-12,-3
COc1ccccc1C(=O)NC(CCSC)C(=O)NCC(c1ccccc1OC)N1CCCC1 (stereo unspecified),1,10,-0.9,-10,16,5,-13,2
Cc1cc(C)c(C#N)c(SCCS(=O)(=O)c2ccc(Cl)cc2)n1,6,-1,5.3,1,-12,-4,-1,0
O=C(COc1ccc([N+](=O)[O-])cc1Cl)Nc1ccc2[nH]c(=O)[nH]c2c1,13,3,-1.2,-8,-23,1,-5,3
CC(C)n1ncc2c(C(=O)O)cc(C3CC3)nc21,21,3,2.5,14,-59,-4,0,1
COc1ccc(NC(=O)C2CC(=O)N(C)C(=Nc3ccc4c(c3)OCO4)S2)cc1 (stereo unspecified),1,-9,-0.1,-29,9,-1,-2,-1
O=c1cc(-c2ccccc2)[nH]c2ccccc12,6,-3,-0.7,0,-17,-3,-4,-1
Cn1c2ccccc2c2cc(C(=O)NNC(=O)CCl)sc21,12,-8,-1.3,-10,-259,4,-7,-2
O=C(O)c1ccc(COCC(F)(F)F)cc1,-7,-5,1.0,-9,10,-7,0,1
COc1ccc(OC)c(C(=O)NC(CC(N)=O)c2ccc(N3CCCCCC3)c([N+](=O)[O-])c2)c1 (stereo unspecified),14,-4,-0.7,-4,14,0,-6,-2
N/C(Cn1cncn1)=N\NC(=O)c1ccc(Cl)cc1Cl,-1,-6,-2.3,-15,12,-11,-7,0
CC(C)(C)c1csc(N/N=C/c2cccnc2)n1,21,11,0.3,-1,-12,-1,6,-2
COc1cc(OC)c(OC)cc1/C=N/Nc1ccc(Cl)nn1,7,.,3.0,.,30,-5,1,-2
O=C(COc1ccc(/C=N/NS(=O)(=O)c2ccccc2)cc1)Nc1ccc(F)cc1,-1,-1,-1.0,3,6,-1,-8,1
C[n+]1cccc(O)c1SCc1ccccc1,12,18,0.1,8,12,1,-3,0
CCc1nnc(SCC(=O)NCCC2=CCCCC2)nc1CC,-2,11,-0.4,-4,19,-3,7,-1
O=C(NCCCc1ccccc1)c1cccc(NC(=O)c2ccccc2)c1,-3,.,1.2,.,7,-4,-3,-3
Cc1ccc(F)cc1NCC(=O)Nc1ccc(Br)cc1,-11,-2,71*,-9,30,-2,-6,-3
O=C(NCC1CCCO1)c1cc(-c2ccncc2)nc2ccc(S(=O)(=O)N3CCOCC3)cc12 (stereo unspecified),-11,7,-1.1,14,16,7,-4,0
COc1ccc(N(CC(=O)N/N=C/c2cccs2)S(=O)(=O)c2ccc(OC)c(OC)c2)cc1,2,0,0.7,-7,8,-10,-3,-1
C=CCc1cccc2cc(C(=O)Nc3ccc(S(=O)(=O)Nc4nnc(CC)s4)cc3)c(=O)oc12,-16,.,-9.3,.,30,11,-13,-9
C=CCOC(=O)C1=C(C)NC(SCC(N)=O)=C(C#N)C1c1ccc(C)cc1 (stereo unspecified),-4,6,3.6,-17,-4,0,-7,-2
CC1Cc2cc(/C=C3/SC(N4CCC(C(N)=O)CC4)=NC3=O)ccc2O1 (stereo unspecified),2,-8,1.3,-14,-71,-5,-8,-4
O=C(Oc1cccc(NC2=NS(=O)(=O)c3ccccc32)c1)c1cccnc1,6,2,0.3,-16,9,-5,-4,0
CCCNS(=O)(=O)c1ccc(OCC(=O)N2CCC(C(=O)OCC)CC2)cc1,3,0,1.4,-2,3,-3,-9,-1
CC(C)Sc1nc2c(c(=O)[nH]c(=O)n2C)n1CC(O)COc1ccccc1 (stereo unspecified),-1,2,-1.3,0,8,12,-5,0
COc1ccc(CNC(=O)c2cc(S(=O)(=O)N3CCCC3)cn2C)cc1,11,-2,0.0,-2,10,-6,-1,-11
COc1cc(CCN2C(=O)c3cccc4cccc(c34)C2=O)c(S(=O)(=O)N2CCCCCC2)cc1OC,5,6,-1.4,4,11,-6,-24,0
NC(=O)C1CCN(C2=C(NS(=O)(=O)c3ccc(Cl)cc3)C(=O)c3ccccc3C2=O)CC1,8,15,3.8,6,44*,12,32,0
O=C(O)CNS(=O)(=O)c1cc(Cl)c(Cl)cc1Cl,-20,-1,0.5,-23,11,3,-4,0
CCCc1cc(=O)[nH]c(SCc2cc(C(=O)OC)c(C)o2)n1,-8,-6,3.3,-23,1,1,-6,2
Cc1ccc2c(c1)C(=C(C#N)C#N)CCN2,0,.,9.1,.,-24,2,-3,-12

Remaining list, next part.
mol,PfGluPho inh,SENP7 inh,MPTP block,SENP6 inh,SENP8 inh,HKDC1 inhibitor,ATG4B inhibitor,NR3A LBD binder
Cc1cc(NC(=O)CSc2nncc(=O)n2N)no1,12,3,-0.3,12,1,-9,0,0
O=S(=O)(c1ccsc1)N1CC=C(c2ccccc2)CC1,-20,-8,-0.2,-13,0,0,4,-1
COc1ccc(NS(=O)(=O)c2cccc(C(=O)N(C)CC(=O)Nc3ccc(C)cc3)c2)cc1,9,-4,-0.3,-3,5,9,-11,1
COc1ccc(-c2cc(=O)oc3cc(OCC(=O)Nc4ccc(CCO)cc4)ccc23)cc1,-4,-13,19,-22,-21,1,7,0
COC(=O)COc1cccc(NS(=O)(=O)c2ccc(NC(C)=O)cc2)c1,-11,7,1.7,-31,12,-7,-4,14*
CCSC1=NN2CCS(=O)(=O)N=C2S1,-18,3,-1.2,3,14,5,-10,1
COn1c(SCc2cccnc2)nc2ccccc2c1=O,-11,1,-3.4,8,19,-5,1,-1
CCCC(C)c1nnc(NC(=O)CS(=O)(=O)Cc2ccccc2)s1 (stereo unspecified),48,-2,0.4,-12,-10,-6,-11,1
COC(=O)c1ccc(COC(=O)c2cc3ccccc3oc2=O)cc1,-6,-1,0.7,0,-87,-4,1,1
OCCCCC#Cc1c(-c2ccsc2)sc2ccccc12,-5,3,4.0,-23,-127,5,7,-7
Cc1ccc(-n2c(SCC(=O)N3c4ccccc4Sc4ccccc43)nnc2-c2ccncc2)cc1,7,-4,1.6,3,3,-2,0,-5
COc1ccc(C2CC(c3ccccc3)=NN2C(=O)c2cccs2)cc1 (stereo unspecified),8,5,0.4,4,-25,-6,2,-4
Cc1c(O)ccc2c(CC(=O)N[C@@H](Cc3ccc(O)cc3)C(=O)O)cc(=O)oc12,-2,5,1.0,-19,-287,-2,-3,-1
CCCCOc1ccc(/C=C/C(=O)OCC(=O)NC(=O)NCC(C)C)cc1OCC,4,-8,4.5,-20,-345,-7,-7,1
Cn1cnnc1SCc1ccc(C(=O)N/N=C(\CCC(=O)O)c2ccc(C(C)(C)C)cc2)cc1,-20,.,0.6,.,16,2,-5,3
OC(CNCC#Cc1ccccc1)c1ccccc1 (stereo unspecified),-7,2,2.4,-3,14,-6,5,-1
CCN(CC(=O)NCc1cccs1)C(=O)c1cccc(S(=O)(=O)Nc2ccc(C)cc2)c1,3,-7,-0.7,-1,7,-1,-5,6
Cc1c(F)cccc1NC(=O)CCC(=O)O,1,-1,-1.2,-1,12,-6,-4,0
CCC1=NN(C(=O)COc2ccccc2C)C(O)(c2ccncc2)C1 (stereo unspecified),3,-3,1.9,8,8,-12,-2,1
O=C(NCc1ccc2c(c1)OCO2)C1CC(=O)N(CCc2ccccc2)C1 (stereo unspecified),6,32,-0.1,-5,3,3,-5,0
COc1cccc(C(=O)N2CCN(C(=O)c3cccs3)CC2)c1OC,-5,13,-0.6,-1,14,0,-9,-1
Cc1ccc(NC(=O)Cc2nnc(SCC(=O)Nc3ccccc3)n2C)cc1,-7,1,-0.3,-19,4,-11,-3,2
S=c1[nH]nc(C2CCCCC2)n1/N=C/c1ccco1,26,1,-1.1,6,5,-10,-6,-2
COc1ccccc1CNC(=O)CSc1ccc(-c2cccc([N+](=O)[O-])c2)nn1,-12,0,-0.4,-13,5,-2,4,-2
CC(=O)c1cccc(NC(=O)/C(=C\c2cccnc2)NC(=O)c2ccco2)c1,-10,-12,2.7,-11,-3,-5,-1,-1
CC1(C)CC(=O)C(C#N)=C(NCCCO)C1,-4,-3,-0.5,12,9,-3,-2,1
Nc1nc(=S)c2[nH]c(=S)[nH]c2[nH]1,67*,.,-1.7,.,-39,-2,-1,-7
O=C(CN1CCCC1)NCC12CC3CC(CC(C3)C1)C2,-14,3,-0.6,-13,4,2,9,-1
COCCNS(=O)(=O)c1ccc(-c2ccc(Cl)cc2)cc1,-16,1,-1.5,-6,13,14,7,2
O=S(=O)(NC(=S)NC1CCCCC1)c1ccc(Cl)cc1,-16,1,1.7,-22,9,-9,-10,-2

Structural class, the compounds so far containing a tert-butyl group
mol,PfGluPho inh,SENP7 inh,MPTP block,SENP6 inh,SENP8 inh,HKDC1 inhibitor,ATG4B inhibitor,NR3A LBD binder
Cc1ccccc1N(C(=O)CS(=O)CC(=O)Nc1ccc(F)cc1)C(C)C(=O)NC(C)(C)C (stereo unspecified),-5,4,-1.8,12,8,-8,-12,-3
CC(C)(C)c1csc(N/N=C/c2cccnc2)n1,21,11,0.3,-1,-12,-1,6,-2
Cn1cnnc1SCc1ccc(C(=O)N/N=C(\CCC(=O)O)c2ccc(C(C)(C)C)cc2)cc1,-20,.,0.6,.,16,2,-5,3

Screens deposited in PubChem BioAssay by Sanford-Burnham Center for Chemical Genomics.
